GAA glycogen – GAA glycogen-cleavage inhibition or activation; hit rate 0.38% among 300,000; Potency, µM (titrated, usually from 76.4 µM), for the others: at the top dose activity change, negative = inhibition, hits mostly inhibitors; recombinant GAA, glycogen substrate, Amplex Red glucose oxidase fluorescence;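 also: 0% = full enzyme reaction and -100% = no-enzyme basal signal; the screen sought inhibitors and activators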
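Recombinant human enzyme (4 nM); glycogen substrate; 37 C, 40 min, pH 5.0. Readout: coupled glucose oxidase/Amplex Red fluorescence.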
Tau fluor cs – counter-screen for tau fibril formation inhibitors. tau K18 P301L Alexa594 fluorescence, heparin fibrillization. Potency, µM (titrated, usually from 57.7 µM), for inactives: at the highest dose activity change, negative = decrease. hit rate 0.93% among 280,000. AID 1463; also: % is scaled to controls: 0 for no effect and ±100 for the full control effect; nearly all actives have a fitted effect of over 55% in size
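Human tau K18 P301L (15 uM unlabeled, 0.24 uM Alexa 594-labeled) in 100 mM sodium acetate pH 7 with 20 uM heparin, 6 hr at 37 C. ThT 30 uM added, 1 hr ambient; Alexa 594 FP and total fluorescence read at 555/632 nm.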
Tau FP inhib – inhibitors of human tau fibril formation; K18 P301L tau heparin fibrillization, Alexa594 FP, 6 h; Potency, µM (highest dose often 57.7 µM), inactives show top-dose activity, negative = inhibition, most hits filed as inhibitors; hit rate 0.39% among 280,000; AID 1468; also: % is scaled to controls: 0 for no effect and ±100 for the full control effect; nearly all actives have a fitted effect of over 55% in size
Target sequence (P10636 561-689 P618L limits assumed): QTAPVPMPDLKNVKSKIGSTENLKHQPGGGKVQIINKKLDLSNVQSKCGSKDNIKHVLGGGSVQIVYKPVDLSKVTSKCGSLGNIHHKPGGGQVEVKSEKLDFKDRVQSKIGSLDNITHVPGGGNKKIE
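Heparin (20 uM) drove fibril formation of recombinant tau K18 P301L, 15 uM unlabeled with 0.24 uM Alexa 594 label, for 6 hr at 37 C in 100 mM sodium acetate pH 7. Fluorescence polarization (555/632 nm) read 1 hr after 30 uM ThT.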
aGlu spleen mod – inhibits or activates alpha-glucosidase in human spleen homogenate. P10253. human spleen homogenate, 4-MU-alpha-glucoside fluorescence. Potency, µM (top dose mostly 79.9 µM), inactives show top-dose activity change, negative = inhibition, usual class: inhibitors. hit rate 0.006% among 240,000. AID 2112;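 also: 0% = enzyme with vehicle and -100% = no enzyme basal signal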
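AC50 values come from Hill-equation fits of concentration-response data, normalized to no-enzyme and full-activity controls. Enzyme source: 1 ug human spleen homogenate; 1 mM fluorogenic 4-MU glucoside, pH 5.0 citrate buffer, 37 C, 40 min.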
GLA spleen mod – alpha-galactosidase A (human) modulation; hit rate 0.008% among 240,000; Potency, µM (titrated, usually from 80 µM), for inactives: at the highest dose activity change, negative = inhibition, most hits filed as inhibitors; human spleen homogenate, 4MU-alpha-Gal fluorescence, 40 min; AID 2107; P06280;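 also: 0% = enzyme with vehicle and -100% = no enzyme basal signal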
Target sequence (P06280 32-429 limits assumed): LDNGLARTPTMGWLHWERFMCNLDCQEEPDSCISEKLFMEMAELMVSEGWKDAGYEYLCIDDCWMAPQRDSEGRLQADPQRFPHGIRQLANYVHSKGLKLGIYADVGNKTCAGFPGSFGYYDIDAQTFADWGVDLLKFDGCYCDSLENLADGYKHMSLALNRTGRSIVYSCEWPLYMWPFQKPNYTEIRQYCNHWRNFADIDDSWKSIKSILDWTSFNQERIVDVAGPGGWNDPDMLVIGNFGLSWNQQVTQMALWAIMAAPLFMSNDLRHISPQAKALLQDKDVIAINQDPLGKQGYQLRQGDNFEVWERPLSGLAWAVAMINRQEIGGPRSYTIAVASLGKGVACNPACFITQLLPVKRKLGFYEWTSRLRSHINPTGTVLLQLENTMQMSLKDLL
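Human spleen homogenate (1 ug) as enzyme source, 4-methylumbelliferyl-alpha-D-galactopyranoside 1 mM final, citrate/phosphate pH 5.0 with 0.01% Tween-20. Compounds 40 min at 37C, NaOH/glycine stop; fluorescence Ex 365/Em 440, Hill-fit AC50.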
HTT cytoprotect – cytoprotection in Huntington HTT-Q103 PC12 cell model. PC12 HTT-Q103 induced, cytoprotection, ATP luminescence, 40 h. Potency, µM (highest dose often 56.4 µM), for the others: cytoprotection (ATP increase), most hits filed as activators. hit rate 0.14% among 230,000. AID 1471;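 also: % of control where 0% means no effect; nearly all actives have a fitted effect of over 45% in size; toxic huntingtin expression switched on by the ecdysone agonist tebufenozide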
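Rat PC12, Q103 Htt exon1-GFP fusion, ecdysone promoter; tebufenozide inducer 100 nM final; compound titration; qHTS, 1500 cells/well; ATPlite luminescent read.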
Tau ThT inhib – inhibitors of human tau fibril formation, thioflavin T binding; recombinant tau K18 P301L (four-repeat tau fragment), heparin-induced fibrillization, ThT fluorescence; hit rate 2.1% among 270,000; Potency, µM (highest dose often 57.4 µM), without a hit: at the highest dose activity, negative = inhibition, actives largely listed as inhibitors; also: % is scaled to controls: 0 for no effect and ±100 for the full control effect; nearly all actives have a fitted effect of over 55% in size
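K18 P301L tau (15 uM + 0.24 uM Alexa 594-tagged), heparin 20 uM, NaOAc pH 7, 6 h 37 C; ThT 30 uM, 1 h RT, ex 450/em 510 nm.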
GAA inhib – blocks human lysosomal alpha-glucosidase | P10253 | purified human GAA, 4-MU-alpha-glucoside fluorescence | Potency, µM (titrated, usually from 76.9 µM), without a hit: at the top dose activity change, negative = inhibition, usual class: inhibitors | hit rate 0.005% among 200,000 | AID 1466;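 also: plate controls were uninhibited enzyme wells for no effect and no-enzyme background for full effect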
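Endpoint fluorogenic read: 20 min room-temperature reaction of 4 nM human alpha-glucosidase with 400 uM 4-methylumbelliferyl-alpha-D-pyranoside, pH 5.0, quenched with 1M NaOH/1M glycine pH 10. AC50 from Hill modeling.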
* marks the source's active call; other numbers are inactive results; ? = inconclusive; / = no result given; & = joins results of further samples; [ ] = remark or other dose. Calls follow the shape of the dose curve; as a rule, active = well fitted curve in the direction sought with a large enough effect; inconclusive = small, poorly fitted or top-dose-only effect, or another doubt; inactive = no such curve, though single readings can be large; an effect the other way counts as inactive or inconclusive. Potency is read from the fitted curve at half-maximal effect.

SMILES	GAA glycogen	Tau fluor cs	Tau FP inhib	aGlu spleen mod	GLA spleen mod	HTT cytoprotect	Tau ThT inhib	GAA inhib
CCOC(=O)C1=C(CSCC(=O)OC)NC(=O)NC1c1cc(C)ccc1C (stereo not drawn)	0%	-11%	2%	1%	5%	12%	-12%	-9%
COC(=O)c1ccc(-c2sc3nc(N4CCOCC4)c4c(c3c2N)CCCC4)o1	-4%	?	14%	-5%	19%	9%	?	5%
Fc1ccccc1N1CCN(Cc2nc(-c3ccccc3)no2)CC1	-8%	-14%	3%	-10%	8%	-8%	-15%	0%
COC(=O)c1sc2ccccc2c1-n1cccc1C(=O)C(=O)Nc1ccc(Cl)cc1	-5%	-10%	-3%	-10%	3%	4%	0%	-6%
CCc1ccc(NC(=O)c2nnn(Cc3cccc(C(F)(F)F)c3)c2N)cc1	-14%[76.3 µM]	1%	-10%	/	/	/	5%	/
NC1(C(=O)O)CC(C(=O)O)C1 (stereo not drawn)	/	-2%&-6%&-5%&1%	-6%&-8%&-2%&-2%	-4%&2%&0%&-1%	2%&-15%&6%&8%	-45%&-44%&8%&-1%[inhibitor]	0%&-4%&-3%&-6%	/
Cc1ccccc1-n1c(=O)c2ccccc2n2cnnc12	-5%	-4%	8%	2%	0%	0%	4%	2%
COc1ccc(C(CC(=O)Nc2cc([N+](=O)[O-])ccc2OC)c2ccccc2)cc1 (stereo not drawn)	-6%	?	?	3%	0%	21%[10 µM]	-3%	-2%
Oc1ccc(N2CCN(c3ncnc4sc5c(c34)CCC5)CC2)cc1	14µM*	?	-3%	-4%	17%	6%[10 µM]	?	0%
O=C(NCCCn1ccnc1)c1nn2c(C(F)(F)F)cc(-c3ccccc3)nc2c1Cl	2%	-11%	-12%	-17%	14%	-29%	-17%	-14%
CCN(CC)CCCNc1cc2n(c(=O)n1)CCc1cc(OC)c(OC)cc1-2	1%	0%	-1%	1%	9%	-29%	-12%	-7%
CN(Cc1cccs1)c1nc(-c2cccnc2)nc2ccccc12	-6%	-27%	?	8%	4%	-1%[10 µM]	?	-7%
Cc1ccc(NC(=O)[C@@H]2CCCN2S(=O)(=O)c2ccccc2F)cc1S(=O)(=O)N1CCOCC1	-5%	5%	2%	6%	6%	16%[0.074 µM]	2%	2%
CCOc1ccc(-c2cn3c(n2)sc2cc(C(=O)NCCc4ccc(OC)c(OC)c4)ccc23)cc1	7%[76.3 µM]	-19%	7%	/	/	/	?	/
CC1(C(=O)NCCc2c[nH]c3ccccc23)C=CCN1C(=O)c1ccccc1 (stereo not drawn)	9%	-27%&-9%	6%&-9%	-2%&2%	-1%&0%	27%	?	3%
Cc1ccc2cc(/C=N/NC(=O)[C@H](C)NC(=O)OC(C)(C)C)c(Cl)nc2c1	5%	3%	-3%	-5%	4%	-15%[1.9 µM]	-1%	0%
O=C(CCCCCn1c(=O)c2sccc2n(CC(=O)Nc2cc(C(F)(F)F)ccc2Cl)c1=O)NCc1ccccc1Cl	-8%[76.3 µM]	-17%	-17%	/	/	/	17%	/
CCOC(=O)c1c(C)c(C(=O)NCCCOC)c(C)n1C	6%	-13%	-3%	-3%	-3%	-22%[10 µM]	-12%	0%
O=C(CC1(O)C(=O)Nc2ccccc21)c1ccc(-n2cccc2)cc1 (stereo not drawn)	1%	-7%	8%	0%	8%	-12%	-14%	0%
NC(=O)C1=C[C@@H](c2coc3ccccc3c2=O)C[C@@H](OCCCCO)O1	-1%	1%	7%	0%	1%	3%[10 µM]	-2%	/
CSc1nnc(-c2ccccc2)c(=O)[nH]1	-5%	8%	6%	2%	2%	-10%[10 µM]	0%	2%
Cc1cccc(NC(=O)Cn2cc([N+](=O)[O-])cn2)n1	5%	-9%	-3%	-5%	-5%	-18%	-11%	2%
CCOc1ccc(C2C=C(c3ccc(C)cc3)Nc3nnnn32)cc1 (stereo not drawn)	-9%	-17%	3%	3%	16%	-4%[0.04 µM]	-13%	0%
COc1ccccc1NS(=O)(=O)c1cc(NC(=S)Nc2cc(C)cc(C)c2)ccc1Cl	-14%	32µM*[quencher]	?	-2%	0%	41%[10 µM]	-7%	-4%
COC(=O)c1nn(-c2ccc(C)cc2)ccc1=O	22%	6%	5%	-2%	0%	-45%[inhibitor]	3%	-7%

The listing continues:
SMILES	GAA glycogen	Tau fluor cs	Tau FP inhib	aGlu spleen mod	GLA spleen mod	HTT cytoprotect	Tau ThT inhib	GAA inhib
CN(CP(=O)(O)C(O)c1ccccc1)S(C)(=O)=O (stereo not drawn)	-3%	7%	-1%	-1%	6%	14%	9%	-2%
CCCCC(C(=O)O)C(C)CC(=O)Nc1ccn(-c2ccccc2)n1 (stereo not drawn)	3%	-4%	-2%	-7%	6%	-6%	-11%	-3%
Cc1cccc(C)c1NC(=O)NC1(C(=O)NCCCN2CCOCC2)CCCCC1	6%	1%	-3%	1%	5%	21%[10 µM]	-3%	2%
c1cncc(-c2nc(-c3ccco3)cs2)c1	4%	-21%	?	-3%	-3%	-16%	?	-9%
CCOC(=O)c1cccc(P(=O)(C(C)(C)C)C(C)(C)C)c1	12%	-2%	0%	0%	-1%	4%[10 µM]	0%	-3%
Cc1ccc(-c2csc3ncnc(N4CCN(C(=O)c5ccccc5)CC4)c23)cc1	1%	-4%	-4%	-4%	1%	-45%[inhibitor][10 µM]	?	-1%
Cc1ccc(S(=O)(=O)N2CCC(C(=O)OC(C)C(=O)NC(N)=O)CC2)cc1C (stereo not drawn)	-1%	13%	-6%	-1%	1%	-4%[10 µM]	/	/
O=C(O)c1cnc(-c2ccccc2)nc1Sc1ccccc1Cl	6%	-5%	3%	-7%	-6%	-10%	-7%	-5%
CC1CCN(S(=O)(=O)c2nnc(NC(=O)c3cccc(F)c3)s2)CC1	12%[76.3 µM]	-21%	-4%	/	/	/	?	/
O=C(N/N=C/c1ccco1)c1cccc(N2Cc3ccccc3C2)c1	4%	5%	-1%	2%	-4%	-7%[10 µM]	?	/
CCc1cc(=O)oc2c(CN3CCCC3)c(O)c(Cl)cc12	-6%	2%	-2%	?	?	-4%	-3%	?
CCc1ccc2c(c1)C(c1ccc([N+](=O)[O-])cc1)=NNC(c1ccccc1)=N2	3%	-20%	-3%	7%	7%	7%[10 µM]	-1%	-9%
COC(=O)c1cc(NC(=O)CCS(=O)(=O)c2cc(Br)cc3c2N(C(=O)C2CC2)CC3)cc(C(=O)OC)c1	17%[76.3 µM]	-14%	-5%	/	/	/	-6%	/
COc1ccccc1-c1oc2ccccc2c(=O)c1O	/	-5%	-3%	9%	1%	-18%[1.9 µM]	1%	/
CCN(CCCNC(=O)CN1C(=O)COc2ccccc21)c1ccccc1	-1%	-14%	9%	-9%	?	7%	-2%	-1%
COc1ccc(N2C(=O)CC(N3CCN(S(=O)(=O)c4c(F)cccc4F)CC3)C2=O)cc1OC (stereo not drawn)	-9%	8%	8%	-7%	-1%	1%	10%	-2%
CC(=O)c1cc(-c2ccccc2)n(CC(=O)N2CCCCC2)c1C	3%	-16%	-9%	-2%	2%	6%[10 µM]	-12%	-1%
COc1ccc(CN2CCN(S(=O)(=O)c3ccccc3)CC2)c(OC)c1	0%	-9%&-20%	-2%&-5%	0%	5%	3%[10 µM]	-11%&-8%	-4%
COC(=O)C(=Cc1ccc(OCc2ccc([N+](=O)[O-])cc2)c(OC)c1)C(=O)OC	4%	-27%	-6%	-9%	5%	20%[10 µM]	?	-5%
CC1CN(C(=O)c2cc3cc([N+](=O)[O-])ccc3oc2=O)CC(C)O1 (stereo not drawn)	0%	-2%	-5%	0%	4%	-1%[10 µM]	-13%	3%
CCOC(=O)c1c(NC(=O)Nc2ccc(F)cc2)sc2c1CCN(C)C2	18%	3%	-3%	10%	8%	6%[10 µM]	-8%	-9%
Cc1ccccc1NC(=O)COC(=O)CNC(=O)c1sc2ccccc2c1Cl	2%	-9%	-2%	7%	6%	-8%[10 µM]	-1%	-2%
CNS(=O)(=O)c1cc(N(C)S(=O)(=O)c2ccc(C)cc2)c(C)cc1C	2%	-2%	3%	-5%	-5%	-7%	5%	?
Cn1c(=O)c2c(nc(N3CCOCC3)n2C/C=C/c2ccccc2)n(C)c1=O	-2%	-16%	1%	3%	3%	9%[10 µM]	-9%	/
Cn1ccnc1SCc1cc(=O)[nH]c2ccccc12	3%	-6%	-3%	1%	0%	-18%[0.074 µM]	-1%	-1%

Continuation.
SMILES	GAA glycogen	Tau fluor cs	Tau FP inhib	aGlu spleen mod	GLA spleen mod	HTT cytoprotect	Tau ThT inhib	GAA inhib
CCCCNC(=O)CNC(=S)N(CCCN1CCOCC1)Cc1cccs1	7%	-5%	-5%	-6%	-1%	8%[10 µM]	-2%	-5%
Cn1c(N)c(C(=O)COC(=O)CCOc2ccc(C(C)(C)C)cc2)c(=O)n(C)c1=O	-5%	-26%	?	1%	2%	-15%	-2%	0%
O=C(Cc1ccccc1)N[C@@H](Cc1ccccc1)c1nc2ccccc2[nH]1	-2%	0%	2%	-2%	-4%	-2%	2%	2%
Cc1cc(C)cc(OCCn2c(C3CC(=O)N(c4ccccc4Cl)C3)nc3ccccc32)c1 (stereo not drawn)	2%[76.3 µM]	3%	-5%	/	/	/	10%	/
O=C(NCCCc1ccccc1)Nc1ccccc1	1%	-15%	11%	4%	3%	21%[10 µM]	-7%	-3%
CC1CCN(c2ccccc2NC(=O)c2ccc(C#N)cc2F)CC1	6%	8%	-3%	-2%	4%	-49%[inhibitor]	14%	-4%
C/C(=N\NC(=O)CNc1ccccc1)c1ccccc1	-28%	-7%	8%	-4%	0%	0%[10 µM]	-10%	4%
Cc1ccccc1-n1cc[nH]c1=S	4%	-9%	-11%	3%	-1%	-17%	-3%	0%

Screening data from PubChem BioAssay.
